Screens (PubChem BioAssay)
Mm-Cpn inhibitor: inhibitors of Methanococcus maripaludis chaperonin (MmCpn). Potency, µM (top dose mostly 76.9 µM), for inactives: top-dose activity, negative = inhibition, most hits filed as inhibitors. hit rate 0.031% among 330,000. purified Mm-Cpn ATPase, ADP Transcreener TR-FRET; also: potency is read from the fitted curve at half-maximal effect; % is scaled to controls: 0 for no effect and ±100 for the full control effect; nearly all actives have a fitted effect of over 80% in size
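Eu-cryptate anti-ADP/ADP-d2 competition gives a ratio inversely related to ADP. Enzyme at 25 nM was pre-exposed to compound for 10 min, then given 10 uM ATP for 30 min, 37°C throughout.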
Abeta yeast res: compounds reversing amyloid beta toxicity in yeast. yeast expressing A-beta42, growth rescue, OD600, 48 h; response scale: 0% DMSO, 100% iron-clioquinol control. Potency, µM (highest dose often 46.1 µM), for the others: top-dose growth rescue, actives largely listed as activators. hit rate 0.063% among 410,000. AID 1347071; also: potency is read from the fitted curve at half-maximal effect; nearly all actives have a fitted effect of over 55% in size
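Yeast A-beta toxicity model in growth medium with pinned compounds, 48 h at 30 C; growth read as absorbance at 600 nm. Normalized to FeCl3/clioquinol equimolar mix (positive) and DMSO (negative).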
HepG2 tox: HepG2 cytotoxicity, counter-screen for TGF-b inhibitors; HepG2 CAGA-GFP viability, ATP luminescence, 18 h; hit rate 0.76% among 410,000; AID 588856; Potency, µM (top dose mostly 46.1 µM), for inactives: at the highest dose activity change, negative = cytotoxicity, actives largely listed as cytotoxic; also: potency is read from the fitted curve at half-maximal effect; some results filed as inactive show a strong effect at the top dose
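CellTiter-Glo luminescence gave cytotoxicity after 18 hours at 37 degrees C. The cells were HepG2 CAGA-GFP in 1% FBS DMEM, stimulated with 500 pg/mL TGF-beta after compound addition. %Activity was normalised to no-cell wells (complete cell-killing) and DMSO (no toxicity), and curves were fitted and classified.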
Nrf2 block: Nrf2 pathway inhibition; Potency, µM (doses to about 46 µM), inactives show top-dose activity change, negative = inhibition, hits mostly inhibitors; A549 ARE-Fluc reporter, luciferase luminescence, 18-24 h; hit rate 2.1% among 360,000; AID 504444; also: potency is read from the fitted curve at half-maximal effect; % is scaled to controls: 0 for no effect and ±100 for the full control effect; nearly all actives have a fitted effect of over 60% in size
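Concentration-response testing used A549 ARE_Fluc cells at 5000 cells/well. Following an 18-24 h compound incubation, viability was read by fluorescence (Ex 405/Em 525) and luciferase output by luminescence.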
A549 viability: kills or reduces viability of A549 cells in Nrf2 counter-screen | A549 ARE-Fluc cells, CellTiter-Fluor viability, 18-24 h | Potency, µM (doses to about 46 µM), inactives show at the highest dose activity change, negative = cytotoxicity, actives largely listed as inhibitors | hit rate 0.16% among 390,000; also: potency is read from the fitted curve at half-maximal effect; % is scaled to controls: 0 for no effect and ±100 for the full control effect
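A549 ARE_Fluc cells in 5% FBS OPTI-MEM were exposed to compounds in concentration-response for 18-24 h at 37 deg C. Viability was read by CellTiter-Fluor fluorescence (Ex 405/Em 525) after 30 min, before the luciferase read.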
Akt phos inh: blocks phosphorylation of Akt. Neuro2A IGF-stimulated pAkt S473 HTRF, 20 min; active compounds read low. activity change, % for hits at 50 µM. hit rate 0.32% among 360,000. AID 651550; in the data active = activity change below about -80%; inconclusive = mostly about -51% to -80%; also: % is scaled to controls: 0 for no effect and ±100 for the full control effect
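Neuro2A cells in DMEM with 0.5% FBS, overnight at 37 deg C, given compound at single 50 µM final, then IGF (6 nM final) for 20 min at 37 deg C. Lysed; phospho-Akt Ser473 by HTRF after 24 h, 665/615 ratio.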
Nrf2 ARE act: Nrf2 pathway activation; hit rate 0.31% among 410,000; AREc32 ARE-luciferase reporter (MCF7-derived line), luminescence, 24 h; AID 624171; Potency, µM (series often up to 46.1 µM), inactives show at the highest dose activation, most hits filed as activators; also: potency is read from the fitted curve at half-maximal effect; % of control where 0% means no effect; nearly all actives have a fitted effect of over 65% in size
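AREc32 cells carrying an ARE-driven firefly luciferase, 1000 cells/well in OPTI-MEM with 5% FBS, dosed after overnight attachment and incubated 24 hr at 37 deg C. Steady-Glo luminescence read after 30 min at RT.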
TGFb inhibitor: blocks TGF-b signaling | HepG2 CAGA-GFP TGF-b/SMAD3 reporter, GFP fluorescence, 18 h; TGF-beta stimulated, 500 pg/mL final | Potency, µM (top dose mostly 46.1 µM), for the others: top-dose activity, negative = inhibition, most hits filed as inhibitors | hit rate 1.2% among 410,000 | AID 588855; also: potency is read from the fitted curve at half-maximal effect; % is scaled to controls: 0 for no effect and ±100 for the full control effect; nearly all actives have a fitted effect of over 65% in size
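HEPG2 CAGA-GFP cells (1000/well, DMEM with 1% FBS) were pre-incubated 2 h at 37 degrees C, given compound by pin tool, then stimulated with TGF-beta at 500 pg/mL final for 18 h before per-cell GFP fluorescence imaging.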
CCT modulator: changes cytosolic chaperonin activity. purified chaperonin ATPase assay, HTRF ADP detection, 30 min. activity change, % (concentration not given with the values), hits read low. hit rate 0.3% among 360,000. AID 651819; in the data active = activity change below about -30%; also: % is scaled to controls: 0 for no effect and ±100 for the full control effect
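TRiC at 40 or 20 nM final (batch-dependent) in 30 mM Tris pH 7.4, 100 mM KCl, 5 mM MgCl2, 1 mM DTT, with compound at single 76 uM and 10 uM ATP, 30 min at 37 deg C. ADP detected by HTRF Transcreener, 665/615 ratio.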
The depositor's hits bear a star; i = inactive; u = inconclusive; x = not tested or not shown. Unless noted, calls follow the shape of the dose curve; as a rule, active = well fitted curve in the direction sought with a large enough effect; inconclusive = small, poorly fitted or top-dose-only effect, or another doubt; inactive = no such curve, though single readings can be large; an effect the other way counts as inactive or inconclusive.

#1 CCOC(=O)c1cnn(-c2ccc(F)cc2)c1N
#2 Cc1cccc(Cc2ncc(C(F)(F)F)cc2Cl)c1
#3 CCCCN1C[C@H](c2ccccc2)[C@@H](CC(=O)NC)C1=O
#4 Cc1ccc(Cl)cc1N1CCN(C2(c3ccccc3)C(=O)c3ccccc3C2=O)CC1
#5 CCOCCCNS(=O)(=O)c1ccc(NC(=O)C2CC(=O)N(c3ccc(C)cc3)C2)cc1 (stereo not given)
#6 CCOC(=O)c1cn(CC2CC2)c2cc(F)c(F)cc2c1=O

assay / entry,1,2,3,4,5,6
Mm-Cpn inhibitor,-2%,1%,x,x,-1%,0%
Abeta yeast res,-5%,-23%,5%,2%,23%,6%
HepG2 tox,5%,-20%,2%,-13%,5%,-1%
Nrf2 block,6%,-4%,x,0%,u,-12%
A549 viability,2%,3%,x,-1%,-5%,-18%
Akt phos inh,i,i,i,x,i,i
Nrf2 ARE act,-0.5%,-1.9%,-0.2%,0.5%,0.5%,0.0%
TGFb inhibitor,19%,4%,11%,2%,-4%,15%
CCT modulator,1.7,-0.7,-5.7,x,1.9,1.9

No new results follow: two of the compounds above.
#1 CCOC(=O)c1cnn(-c2ccc(F)cc2)c1N
#2 Cc1cccc(Cc2ncc(C(F)(F)F)cc2Cl)c1

assay / entry,1,2
Mm-Cpn inhibitor,-2%,1%
Abeta yeast res,-5%,-23%
HepG2 tox,5%,-20%
Nrf2 block,6%,-4%
A549 viability,2%,3%
Akt phos inh,i,i
Nrf2 ARE act,-0.5%,-1.9%
TGFb inhibitor,19%,4%
CCT modulator,1.7,-0.7

The results go on:
#7 Clc1cccc(Cl)c1COc1ccccc1CNn1cnnc1
#8 CCOC(=O)c1[nH]c2c(OCC)nc(OCC)nc2c1Br
#9 CCN(CC)C(=O)c1ccc2c(=O)n(Cc3cccc(Br)c3)c(=S)[nH]c2c1
#10 COc1ccc(O)c(/C=N/NC(=O)CN2CCS(=O)(=O)CC2)c1
#11 O=C(NCc1nc2ccccc2[nH]1)C1=C[C@@H](c2ccc(C(F)(F)F)cc2)C[C@@H](OCCCCO)O1
#12 CCc1ccc(OCC(=O)O/N=C(\N)c2ccncc2)c(Br)c1

assay / entry,7,8,9,10,11,12
Mm-Cpn inhibitor,-7%,x,4%,-1%,x,-1%
Abeta yeast res,5%,-13%,-5%,-5%,-8%,8%
HepG2 tox,-20%,0%,-11%,-22%,-30%,7%
Nrf2 block,-1%,-23%,-29%,-14%,u,u
A549 viability,0%,5%,-4%,-4%,-5%,2%
Akt phos inh,i,i,i,i,i,i
Nrf2 ARE act,20%,-0.8%,0.5%,-0.1%,6.6%,-0.5%
TGFb inhibitor,-8%,-32%,-7%,0%,-19%,5%
CCT modulator,0.5,-0.2,1.3,2.0,-3.3,-3.6

#13 COC(=O)c1c(C)nc(C)c(C(=O)OC)c1-c1ccsc1
#14 COC(=O)c1sccc1NC(=O)Nc1ccccc1C
#15 O=C(Cn1nnc(-c2ccccc2)n1)N/N=C/c1cc([N+](=O)[O-])c(Cl)cc1Cl
#16 Cc1cccn2cc(-c3cc4ccccc4oc3=O)nc12
#17 Nc1nc2c(ncn2[C@@H]2O[C@H](CNS(=O)(=O)C3CC3)[C@@H](O)[C@H]2O)c(=O)[nH]1
#18 O=C(/C=C/c1ccccc1Cl)OCC(=O)N1CCc2ccccc21

assay / entry,13,14,15,16,17,18
Mm-Cpn inhibitor,-6%,1%,2%,-1%,x,x
Abeta yeast res,3%,22%,-7%,8%,-9%,-9%
HepG2 tox,8%,-1%,-21%,-3%,-18%,1%
Nrf2 block,5%,0%,-8%,u,x,x
A549 viability,13%,-2%,7%,1%,x,x
Akt phos inh,i,i,i,i,i,i
Nrf2 ARE act,0.3%,26%,1.7%,4.9%,0.3%,4.9%
TGFb inhibitor,-7%,2%,-9%,-2%,-6%,-26%
CCT modulator,0.7,-3.3,-2.5,-1.6,-0.2,-0.3

#19 Cc1ccc(S(=O)(=O)/N=C(\c2ccc(Cl)cc2)N2CCOCC2)cc1
#20 COc1ccc(/C=N/n2cncn2)cc1COc1ccc(NC(C)=O)cc1
#21 C[n+]1ccccc1C1CCCC/C1=N\Nc1ccc([N+](=O)[O-])cc1[N+](=O)[O-] (stereo not given)
#22 CCCn1nnnc1SCC(=O)N(C(C)C)C(C)C
#23 CNC(=S)N1CCC(NC(=O)C(Cc2ccc(OC)cc2)NC(C)=O)CC1 (stereo not given)
#24 O=C1c2ccccc2C(=O)N1Cc1nc2ccccc2c(=O)n1CCCn1ccnc1
#25 O=C(O)CCC(=O)NNC(=O)c1cccs1
#26 CCCCNC(=O)CSc1nc2ccc(NC(=O)CSc3nnc(N)s3)cc2s1
#27 CC(=O)NC(Cc1ccc(C(C)C)cc1)C(=O)NC1CCN(c2nc(C)cc(C)n2)CC1 (stereo not given)

assay / entry,19,20,21,22,23,24,25,26,27
Mm-Cpn inhibitor,0%,1%,2%,2%,1%,-2%,-1%,1%,0%
Abeta yeast res,7%,0%,5%,-5%,-8%,10%,-8%,0%,5%
HepG2 tox,5%,-7%,2%,-3%,-8%,5%,-8%,-7%,-8%
Nrf2 block,x,-27%,3%,11%,-3%,12%,5%,16µM*,-4%
A549 viability,0%,-16%,-1%,5%,19%,-2%,0%,6%,-6%
Akt phos inh,i,i,i,i,i,i,i,i,i
Nrf2 ARE act,-0.4%,0.0%,-0.6%,0.7%,-0.7%,-0.2%,-0.2%,3.4%,-0.5%
TGFb inhibitor,-5%,12%,-7%,-4%,-10%,11%,16%,u,-15%
CCT modulator,-2.1,0.3,-0.6,-0.5,1.3,-0.1,-5.1,1.3,0.4

Among those listed so far, 11 have sulfur.
#5 CCOCCCNS(=O)(=O)c1ccc(NC(=O)C2CC(=O)N(c3ccc(C)cc3)C2)cc1 (stereo not given)
#9 CCN(CC)C(=O)c1ccc2c(=O)n(Cc3cccc(Br)c3)c(=S)[nH]c2c1
#10 COc1ccc(O)c(/C=N/NC(=O)CN2CCS(=O)(=O)CC2)c1
#13 COC(=O)c1c(C)nc(C)c(C(=O)OC)c1-c1ccsc1
#14 COC(=O)c1sccc1NC(=O)Nc1ccccc1C
#17 Nc1nc2c(ncn2[C@@H]2O[C@H](CNS(=O)(=O)C3CC3)[C@@H](O)[C@H]2O)c(=O)[nH]1
#19 Cc1ccc(S(=O)(=O)/N=C(\c2ccc(Cl)cc2)N2CCOCC2)cc1
#22 CCCn1nnnc1SCC(=O)N(C(C)C)C(C)C

assay / entry,5,9,10,13,14,17,19,22
Mm-Cpn inhibitor,-1%,4%,-1%,-6%,1%,x,0%,2%
Abeta yeast res,23%,-5%,-5%,3%,22%,-9%,7%,-5%
HepG2 tox,5%,-11%,-22%,8%,-1%,-18%,5%,-3%
Nrf2 block,u,-29%,-14%,5%,0%,x,x,11%
A549 viability,-5%,-4%,-4%,13%,-2%,x,0%,5%
Akt phos inh,i,i,i,i,i,i,i,i
Nrf2 ARE act,0.5%,0.5%,-0.1%,0.3%,26%,0.3%,-0.4%,0.7%
TGFb inhibitor,-4%,-7%,0%,-7%,2%,-6%,-5%,-4%
CCT modulator,1.9,1.3,2.0,0.7,-3.3,-0.2,-2.1,-0.5

#23 CNC(=S)N1CCC(NC(=O)C(Cc2ccc(OC)cc2)NC(C)=O)CC1 (stereo not given)
#25 O=C(O)CCC(=O)NNC(=O)c1cccs1
#26 CCCCNC(=O)CSc1nc2ccc(NC(=O)CSc3nnc(N)s3)cc2s1

assay / entry,23,25,26
Mm-Cpn inhibitor,1%,-1%,1%
Abeta yeast res,-8%,-8%,0%
HepG2 tox,-8%,-8%,-7%
Nrf2 block,-3%,5%,16µM*
A549 viability,19%,0%,6%
Akt phos inh,i,i,i
Nrf2 ARE act,-0.7%,-0.2%,3.4%
TGFb inhibitor,-10%,16%,u
CCT modulator,1.3,-5.1,1.3
